Source: PubChem BioAssay (National Center for Advancing Translational Sciences (NCATS))
DNA Pol III inh = blocks replication by bacterial DNA polymerase III holoenzyme. reconstituted DNA polymerase III holoenzyme replication, biochemical. 71,000 compounds, 0.25% hits. Potency, µM (highest dose often 57.1 µM), for the others: at the highest dose activity change, negative = inhibition; also: potency is read from the fitted curve at half-maximal effect; % is scaled to controls: 0 for no effect and ±100 for the full control effect
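Reconstituted *E. coli* holoenzyme (0.35 nM Pol III, 1 nM beta, 154 nM SSB, 2 nM primase) was preincubated with compound for 15 min at RT. Synthesis on 1.4 nM ssM13Gori ran 35 min, then was stopped with PicoGreen/EDTA and read as dsDNA fluorescence.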
15-hLO inh = inhibitors of human 15-lipoxygenase (ALOX15); P16050; purified 15hLO-1, xylenol orange hydroperoxide absorbance; Potency, µM (highest dose often 57.1 µM), inactives show at the highest dose activity change, negative = inhibition, most hits filed as inhibitors; 74,000 compounds, 1.4% hits; also: potency is read from the fitted curve at half-maximal effect; % is scaled to controls: 0 for no effect and ±100 for the full control effect; nearly all actives have a fitted effect of over 55% in size
Target sequence (P16050 whole entry, looked up): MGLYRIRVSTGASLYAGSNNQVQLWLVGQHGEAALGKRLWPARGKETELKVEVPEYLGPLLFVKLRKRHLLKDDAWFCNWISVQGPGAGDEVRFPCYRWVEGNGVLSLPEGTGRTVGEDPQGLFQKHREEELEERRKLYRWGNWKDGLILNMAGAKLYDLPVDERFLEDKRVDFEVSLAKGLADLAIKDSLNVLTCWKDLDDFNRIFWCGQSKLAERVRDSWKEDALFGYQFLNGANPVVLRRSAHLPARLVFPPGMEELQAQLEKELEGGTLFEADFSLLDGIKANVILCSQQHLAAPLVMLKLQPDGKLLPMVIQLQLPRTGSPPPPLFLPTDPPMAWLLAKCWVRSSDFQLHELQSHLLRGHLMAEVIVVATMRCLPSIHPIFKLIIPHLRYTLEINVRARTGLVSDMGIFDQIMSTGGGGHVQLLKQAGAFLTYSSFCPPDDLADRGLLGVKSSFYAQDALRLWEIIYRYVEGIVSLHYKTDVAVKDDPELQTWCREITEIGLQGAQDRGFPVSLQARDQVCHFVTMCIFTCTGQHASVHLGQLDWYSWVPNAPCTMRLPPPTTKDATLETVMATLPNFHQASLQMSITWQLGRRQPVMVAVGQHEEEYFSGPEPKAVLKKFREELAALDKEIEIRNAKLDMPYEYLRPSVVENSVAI
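Compounds were preincubated 15 min at room temperature with 40 nM purified human enzyme (25 mM Hepes pH 7.5, 0.01% Triton X-100); 50 uM arachidonic acid reacted 6 min. Fe-xylenol orange detection, 30 min, absorbance ratio 573/405 nm.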
CRE-bla Fsk = alters forskolin-stimulated CRE reporter signaling in CHO cells; CHO CRE-bla reporter (cAMP response element driving beta-lactamase), forskolin EC10, beta-lactamase ratio; Potency, µM (titrated, usually from 38.2 µM), for inactives: top-dose activity change, negative = inhibition, actives largely listed as activators; 71,000 compounds, 2.5% hits; AID 662; active = well fitted activation curve with a large enough effect in the signal ratio, with a control signal flat, not every such curve was filed as active; inconclusive = small, poorly fitted or top-dose-only effect, or effect the other way, or a change in a side signal; the % refers to the signal ratio; also: potency is read from the fitted curve at half-maximal effect; % of control where 0% means no effect
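Beta-lactamase reporter under a cAMP responsive element in CHO cells; compounds tested in titration series against EC10 NKH 477, 3 h at 37 °C. Read-out: CCF4 FRET ratio 460nm/530nm (excitation 405nm) giving %Activity, fitted to AC50.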
ERK AVP block = blocks ERK signaling stimulated by vasopressin; Potency, µM (doses to about 57.5 µM), for the others: top-dose activity, negative = inhibition, most hits filed as inhibitors; 72,000 compounds, 0.99% hits; HEK293-V1b, vasopressin-stimulated pERK AlphaScreen; AID 995; also: potency is read from the fitted curve at half-maximal effect; % is scaled to controls: 0 for no effect and ±100 for the full control effect; nearly all actives have a fitted effect of over 55% in size
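HEK293 cells stably expressing V1b receptor, seeded overnight in 1% FBS, were treated with compounds for 30 min at 37C, then stimulated 5 min with 25 nM vasopressin; phospho-ERK read by AlphaScreen SureFire after lysis.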
Hsp90 Hop PPI = changes Hsp90-Hop TPR2A binding signal, up or down; AlphaScreen TPR2A-His6 binding biotin-Hsp90 C-terminal peptide; Potency, µM (series often up to 57 µM), for the others: at the highest dose activity change, negative = inhibition; 71,000 compounds, 0.44% hits; active = well fitted curve in either direction with a large enough effect; inconclusive = small, poorly fitted or top-dose-only effect, or another doubt; also: potency is read from the fitted curve at half-maximal effect; % is scaled to controls: 0 for no effect and ±100 for the full control effect; many of its hits are not listed in these tables
Tau fil binding = binds recombinant human tau filaments. P10636. 71,000 compounds, 2% hits. recombinant tau filaments, thioflavin S fluorescence, 15 h; filaments grown with octadecylsulfate alongside compound. Potency, µM (doses to about 57.1 µM), without a hit: at the highest dose activity change, negative = inhibition. AID 596;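 also: potency is read from the fitted curve at half-maximal effect; % is scaled to controls: 0 for no effect and ±100 for the full control effect; actives lower thioflavin S fluorescence by blocking filaments or displacing dye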
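Recombinant tau protein (human, 1 uM final) plus 30 uM ODS in HEPES pH 7.4 with NaCl, DTT and thioflavine S. Compound present from the start; fluorescence at 510 nm after 15 h, 37 C.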
Texas Red fluor = Texas Red region autofluorescence; Compound fluorescence, Texas Red channel, 547/618 nm; hits give high values; max dye-equivalent concentration, M; 59,000 compounds, 0.06% hits; AID 587; in the data active = max dye-equivalent concentration above about 10 nM; inconclusive = between about 1.1 nM and that limit
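Compound fluorescence was read after 15 min at room temperature in 100 mM Tris, pH 8.0, using 547 nm excitation and 618 nm emission across a concentration series. It was expressed as Texas Red dye-equivalent concentration from an on-plate standard curve.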
Rhodamine fluor = compound fluoresces in the rhodamine spectral region. 59,000 compounds, 0.05% hits. AID 594. Rhodamine-region fluorescence, 547/598 nm, Tris buffer; hits give high values. max dye-equivalent concentration, M; in the data active = max dye-equivalent concentration above about 11 nM; inconclusive = between about 1.1 nM and that limit
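qHTS spectral profiling of compounds without any target or enzyme present, in pH 8.0 Tris buffer; plates were read after a 15-minute room-temperature incubation using the rhodamine-region filter set.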
HBB splice mod = modulators of hemoglobin beta chain splicing; HBB splicing reporter cell assay, activation; EGFP reporter with mutant IVS2-654 intron; response scale: normalised to 500 nM splice-correcting PNA; Potency, µM (top dose mostly 46.1 µM), inactives show at the highest dose activation, actives largely listed as activators; 65,000 compounds, 0.06% hits; AID 925; also: potency is read from the fitted curve at half-maximal effect; 0% is about no effect
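HeLa cells stably expressing EGFP interrupted by mutant beta-globin intron 2 (IVS2-654), 500/well in 2% FCS. Treated with compound for 2 days at 37C. Splicing correction scored as total well GFP intensity (488 nm excitation, 500-520 nm emission); 500 nM antisense PNA served as control.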
Luciferase inh = firefly luciferase inhibition; P08659; purified firefly luciferase, luminescence, 8 min; Potency, µM (titrated, usually from 57.1 µM), inactives show at the highest dose activity change, negative = inhibition, actives largely listed as inhibitors; 72,000 compounds, 2.2% hits; AID 411; also: potency is read from the fitted curve at half-maximal effect; % is scaled to controls: 0 for no effect and ±100 for the full control effect; nearly all actives have a fitted effect of over 40% in size
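Firefly luciferase (PKLight detection mix) with 10 uM ATP in pH 7.2 imidazole buffer (KCl, MgCl2, Tween 20, BSA). Compounds tested across a concentration series (qHTS). Luminescence read after 8 min at ambient temperature.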
HADH2 inh = HADH2 (human) dehydrogenase inhibition; recombinant HADH2, NADH fluorescence, beta-hydroxybutyryl-CoA; Potency, µM (highest dose often 57.1 µM), for inactives: at the highest dose activity change, negative = inhibition, hits mostly inhibitors; 73,000 compounds, 3.4% hits; AID 886; also: potency is read from the fitted curve at half-maximal effect; % is scaled to controls: 0 for no effect and ±100 for the full control effect; nearly all actives have a fitted effect of over 60% in size; many of its hits are not listed in these tables
Target sequence (Q99714 whole entry, looked up, one chain of several): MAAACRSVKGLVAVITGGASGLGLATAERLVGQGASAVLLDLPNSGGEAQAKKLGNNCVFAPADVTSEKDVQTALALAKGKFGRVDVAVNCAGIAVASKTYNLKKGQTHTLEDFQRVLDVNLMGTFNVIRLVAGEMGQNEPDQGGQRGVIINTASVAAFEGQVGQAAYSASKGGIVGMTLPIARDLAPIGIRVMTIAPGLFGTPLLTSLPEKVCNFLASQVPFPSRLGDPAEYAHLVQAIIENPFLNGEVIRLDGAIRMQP
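Activity measured as NADH fluorescence gain (360/450 nm), taken as the change between first and last reads of a 4-min kinetic run. Conditions: pH 9.0 Tris buffer, 20 nM E. coli-expressed His-tagged enzyme, 1 mM NAD+, 90 uM beta-hydroxybutyryl-CoA; 15-min compound preincubation.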
* hit, by the source's call; i = inactive; ? = inconclusive; · = not tested or not shown; [ ] = remark or other dose. Unless noted, calls follow the shape of the dose curve; as a rule, active = well fitted curve in the direction sought with a large enough effect; inconclusive = small, poorly fitted or top-dose-only effect, or another doubt; inactive = no such curve, though single readings can be large; an effect the other way counts as inactive or inconclusive. Some of the compounds tested (hit frequency here may not be typical).

canonical_smiles	DNA Pol III inh	Luciferase inh	Tau fil binding	Hsp90 Hop PPI	CRE-bla Fsk	HBB splice mod	15-hLO inh	Texas Red fluor	Rhodamine fluor	ERK AVP block	HADH2 inh
O=C(Cn1cnc2scc(-c3ccccc3)c2c1=O)N1CCOCC1	-5%	0%	1%	0%	7%	0.5%	-12%	i	i	-6%	11%
Cc1nn(-c2ccccc2)c2sc(C(=O)c3c(N)n(C)c(=O)n(C)c3=O)cc12	-18%	3%	19%	-2%	?	-0.1%[57.5 µM]	-3%	i	i	?	65%[activator]
COc1ccc(S(=O)(=O)N2CCCC(C(=O)Nc3ccc(NC(=O)c4ccccn4)cc3)C2)cc1 (stereo not given)	5%	-8%	4%	-3%	18%	-1.8%	-1%	i	i	1%	1%
COC(=O)C1C(=O)c2c([nH]c(C(=O)OC3CCCC3C)c2C)CC1C (stereo not given)	-5%	10µM*	22%	-1%	?	-0.9%	-13%	·	·	32µM*	12%
Cc1cc(OCc2nc(-c3cccnc3)no2)c(C)cc1Br	2%	1%	5%	-1%	?	1.3%	-2%	i	i	-3%	5%
COc1ccc(OC)c(NC2c3ccccc3C(=O)N2Cc2ccc3c(c2)OCO3)c1 (stereo not given)	-3%	1%	20µM*	0%[2.3 µM]	9%	-1.7%	-13%	·	·	-5%	8%
CC(=O)N(Cc1cc(=O)[nH]c2ccccc12)c1ccccc1	-7%	2%	11%	0%	-4%	1.4%[57.5 µM]	-11%	i	i	2%	3%
CCOc1ccc(NC(=O)CN(c2ccc(OC)cc2)S(C)(=O)=O)cc1	-1%	-3%	-6%	-3%	-3%	-2.0%	2%	·	·	-2%	3%
COc1ccccc1CC(=O)Nc1ccc(OC)c(OC)c1	-3%	-2%	3%	-5%	6%	-1.6%	4%	·	·	-9%	4%
CCCc1nc2ccccc2c(=O)n1/N=C/c1ccc(O)cc1	3%	1%	-2%	-5%	5%	-0.9%	-2%	i	i	-35%	9%
NC(=O)CN1C(=O)C2C3C=CC(C3)C2C1=O (stereo not given)	-4%	1%	2%	-10%	?	0.0%	-4%	i	i	-4%	-12%
CCC(NC(=O)c1ccccc1NC(=O)c1ccco1)C(=O)NC1CCCCC1 (stereo not given)	0%	-4%	36%	1%	2%	-0.5%[9.22 µM]	8%	·	·	9%	5%
Cc1c(=O)n(OCc2ccccn2)c2ccccc2[n+]1[O-]	-2%	2%	-12%	-2%	7%	?	4%	i	i	-4%	-2%
O=C(O)CCc1ccc(-c2ccc(F)cc2)n1NC(=O)c1ccco1	-3%	1%	-12%	-4%	-1%	0.4%	-2%	i	i	8%	-6%
CC(=O)C1C(=O)CC(C)(O)C(C(C)=O)C1c1ccc(N(C)C)cc1 (stereo not given)	-2%	-1%	-13%	-1%	-4%	1.2%	0%	?	i	-28%	-5%
CCn1c(-c2ccc3[nH]c(C)c(C)c3c2)n[nH]c1=S	-5%	-1%	-7%	-13%	?	-5.0%	?	·	·	-1%	-16%
COc1ccc(-c2noc(COc3ccc(C)c(C)c3)n2)cc1OC	2%	1%	57%	?	?	0.2%	0%	?	i	-19%	8%
C[C@H](O)CO[C@H]1[C@H]2O[C@H]3[C@H](O)[C@@H](O)[C@@H](O[C@H]4[C@H](O)[C@@H](O)[C@@H](O[C@H]5[C@H](O)[C@@H](O)[C@@H](O[C@H]6[C@H](O)[C@@H](OC[C@H](C)O)[C@@H](O[C@H]7[C@H](O)[C@@H](OC[C@H](C)O)[C@@H](O[C@H]8[C@H](O)[C@@H](O)[C@@H](O[C@@H]([C@@H]1O)[C@@H](CO)O2)O[C@@H]8CO)O[C@@H]7CO)O[C@@H]6CO)O[C@@H]5CO)O[C@@H]4CO)O[C@@H]3CO	-2%	1%	?	-4%	-15%	·	0%[25.6 µM]	·	·	1%	7%
COc1cccc(C2CC(c3cccs3)Nc3ncnn32)c1 (stereo not given)	-2%	-1%	0%	1%	-10%	-0.6%	9%	i	i	-15%	-27%
CCc1ccc(OCC(=O)N(C)CCC#N)c(Br)c1	-2%	0%	3%	?	-3%	1.5%	7%	i	i	27%	0%
O=C(COc1ccc(Cl)cc1)NCc1nnc(SCC(=O)N2CCCCC2)o1	-5%	-4%	6%	0%	-11%	-0.4%	5%	?	i	-12%	8%
O=C(NC1CCCCC1)C(c1ccco1)N(Cc1cccs1)C(=O)Cn1nnc2ccccc21 (stereo not given)	17%	3%	75%	-3%	?	0.3%	2%	?	i	-8%	3%
C[N+](C)(C)CCN[N@@+]1(C)CCCc2ccccc21	1%[11.4 µM]	2%[11.4 µM]	-15%[11.4 µM]	-1%[11 µM]	-6%[7.6 µM]	3.5%[9.22 µM]	26%[11.4 µM]	i	i	15%[11.5 µM]	-3%[11.4 µM]
COc1cc(/C=C/c2ccccc2)oc(=O)c1	-10%	·	2%	?	15%	-0.6%	-17%	·	·	23%	-6%
c1nc(NCCN2CCOCC2)c2sc3nc(N4CCOCC4)c4c(c3c2n1)CCC4	-7%	2%	-2%	-6%	4%	-2.1%	-1%	?	i	3%	6%
O=C(CN(Cc1ccccc1F)S(=O)(=O)c1ccc(Cl)cc1)NCCCO	-6%	1%	11%	-10%	-25%	0.2%	-1%	·	·	·	7%
c1ccc(Cn2ncc3c(NCc4ccco4)ncnc32)cc1	-5%	-1%	-1%	-3%	18%	·	-9%	i	i	8%	-8%
O=C(C1CCCN(Cc2ccncc2)C1)N1CCc2ccccc2C1 (stereo not given)	-1%	0%	0%	-4%	-4%	0.1%	-9%	i	i	5%	-1%
O=C(O)CCCCCNC(=O)c1ccncc1	2%	2%	2%	0%	2%	0.4%	8%	?	i	11%	2%
CCOc1ccc(Cn2c(=O)oc3ccc(C)cc32)cc1OC	-9%	2%	-8%	9%	13%	·	-1%	i	i	0%	-4%
CCc1cccc(NC(=O)CCS(=O)(=O)c2cccc3nonc23)c1	-8%	2%	-93%	-8%	?	0.4%	-7%	i	i	-5%	3%
COc1ccc(N)c(OC)c1	3%	·	-14%	-5%	9%	0.4%	-9%	·	·	-7%	0%
CC(CC(=O)O)NCC1COc2ccccc2O1 (stereo not given)	-2%	-1%	-15%	-4%	-4%	-1.3%	6%	?	i	4%	-3%
NC(CC(=O)O)c1cccc(OCc2ccccc2)c1 (stereo not given)	-4%	1%	1%	3%	-2%	0.0%	4%	i	i	1%	-3%
CC[C@@]12CCCN3CCc4c(n(c5ccccc45)C(=O)C1)[C@H]32	-7%[11.4 µM]	3%[11.4 µM]	?	-4%[11 µM]	?	2.3%[9.22 µM]	6%[11.4 µM]	i	i	-6%[11.5 µM]	5%[11.4 µM]
Cc1ccc2c(c1)cc(CN(Cc1ccccc1)C(=O)N(C)C)c1nnnn12	1%	1%	4%	-2%	?	-4.7%	9%	?	i	-1%	-1%
Cc1cc(NC(=O)CCC(=O)N(c2ccccc2)C(C(=O)NCC2CCCO2)c2cccnc2)no1 (stereo not given)	-2%	2%	-4%	?	3%	·	-21%	i	i	2%	-4%
Cc1occc1C(=O)N1CCCc2ccccc21	-2%	0%	1%	-1%	0%	1.1%	-5%	·	·	6%	1%
COc1cc(C(O)c2nc3ccccc3n2C)cc(OC)c1OC (stereo not given)	-1%	1%	8%	-4%	9%	-0.5%[9.22 µM]	-1%	·	·	-22%	6%
Cc1c(C(=O)NCc2ccccc2)oc2ccc(S(=O)(=O)N3CCC4(CC3)OCCO4)cc12	-9%	0%	29%	-4%	-11%	0.2%	0%	i	i	-5%	7%
COc1ccc(CN/C(C)=C(/C#N)C(N)=O)cc1OC	-7%	-2%	4%	0%	?	2.9%[0.369 µM]	-6%	i	i	-15%	-10%
